Assay outcomes as filed in PubChem.
GoLoco inh red – qHTS Assay for Inhibitors of RGS12 GoLoco Motif Activity (Red Fluorophore) | Guanine nucleotide-binding protein G(i) subunit alpha-1 (Homo sapiens), P63096 | Gai1:RGS12 GoLoco peptide FP, rhodamine, 10 min | Potency, µM (top dose mostly 61.6 µM), for inactives: top-dose activity, negative = inhibition, most hits filed as inhibitors | 230,000 compounds, 0.44% hits; active = well fitted inhibition curve with a large enough effect, not every such curve was filed as active; inactive = no such curve, though single readings can be large or run the other way; also: nearly all actives have a fitted effect of over 30% in size; many of its hits are not listed in these tables
Target sequence (P63096 whole entry, looked up): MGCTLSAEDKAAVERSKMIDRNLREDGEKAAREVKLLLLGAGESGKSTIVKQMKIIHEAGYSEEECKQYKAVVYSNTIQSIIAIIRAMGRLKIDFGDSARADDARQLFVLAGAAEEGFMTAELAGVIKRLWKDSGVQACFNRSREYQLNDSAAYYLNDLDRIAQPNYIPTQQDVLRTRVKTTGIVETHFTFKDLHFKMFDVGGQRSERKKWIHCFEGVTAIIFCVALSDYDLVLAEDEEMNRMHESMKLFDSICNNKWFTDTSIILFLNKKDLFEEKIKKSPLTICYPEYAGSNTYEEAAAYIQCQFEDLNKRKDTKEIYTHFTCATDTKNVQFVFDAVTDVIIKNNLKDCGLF
aGlu spleen mod – qHTS Assay for Inhibitors and Activators of Human alpha-Glucosidase From Spleen Homogenate; human spleen homogenate, 4-MU-alpha-glucoside fluorescence; Potency, µM (top dose mostly 79.9 µM), inactives show top-dose activity change, negative = inhibition, actives largely listed as inhibitors; 240,000 compounds, 0.006% hits; AID 2112, 2009;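 also: 0% = enzyme with vehicle and -100% = no enzyme basal signal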
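AC50 values come from Hill-equation fits of concentration-response data, normalized to no-enzyme and full-activity controls. Enzyme source: 1 ug human spleen homogenate; 1 mM fluorogenic 4-MU glucoside, pH 5.0 citrate buffer, 37 C, 40 min.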
TexasRed fluor – Total Fluorescence Counterscreen for Inhibitors of the Interaction of Thyroid Hormone Receptor and Steroid Receptor Coregulator 2; AID 1479, 2009; Potency, µM (top dose mostly 106 µM), for inactives: at the top dose fluorescence change, negative = quenching; 280,000 compounds, 0.29% hits; TRb/SRC2 Texas Red total fluorescence interference; active = well fitted curve in either direction with a large enough effect; inconclusive = small, poorly fitted or top-dose-only effect
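Human TRb ligand-binding domain at 0.6 uM with 20 nM Texas Red SRC2 peptide in Tris buffer containing 1 uM T3 and 5% DMSO, incubated with compound 5 h at ambient temperature. Total fluorescence (555/632 nm) calculated as parallel + 2 × perpendicular.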
L3MBTL1 block – qHTS Assay for the Inhibitors of L3MBTL1; 230,000 compounds, 0.66% hits; Potency, µM (titrated, usually from 57.1 µM), without a hit: at the top dose activity, negative = inhibition, usual class: inhibitors; AlphaScreen L3MBTL1–H3K9me1 peptide binding; also: nearly all actives have a fitted effect of over 60% in size
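L3MBTL1 50 nM + b-AHA-H3(1-15)K9me1 75 nM, 30 min RT; compound added, 30 min RT; streptavidin donor/Ni-chelate acceptor beads 10 ug/mL each final, 30 min RT dark; AlphaScreen read.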
GAA glycogen mod – qHTS Assay for Inhibitors and Activators of Human alpha-Glucosidase Cleavage of Glycogen | Lysosomal alpha-glucosidase (Homo sapiens), P10253 | recombinant GAA, glycogen substrate, Amplex Red glucose oxidase fluorescence | AID 2100, 2009 | 300,000 compounds, 0.38% hits | Potency, µM (highest dose often 76.4 µM), for inactives: at the highest dose activity change, negative = inhibition, hits mostly inhibitors;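 also: 0% = full enzyme reaction and -100% = no-enzyme basal signal; the screen sought inhibitors and activators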
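Recombinant human enzyme (4 nM); glycogen substrate; 37 C, 40 min, pH 5.0. Readout: coupled glucose oxidase/Amplex Red fluorescence.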
RECQ1 helicase – qHTS Assay for Inhibitors of RecQ-Like Dna Helicase 1 (RECQ1) | ATP-dependent DNA helicase Q1 (Homo sapiens), P46063 | RECQ1 DNA unwinding, red fluorescence kinetic read | Potency, µM (series often up to 57.3 µM), without a hit: at the highest dose activity, negative = inhibition, usual class: inhibitors | 240,000 compounds, 0.54% hits | AID 2549, 2010;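 also: plate controls were vehicle for no effect and no enzyme for full effect; nearly all actives have a fitted effect of over 30% in size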
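RECQ1T1 50 nM; forked duplex (20 bp + 30-nt ss tails) 200 nM, ATP 2 mM final; pH 8.0, 2 mM MgCl2, 2.5 ug/ml poly(dI-dC); 15 min compound preincubation; discontinuous kinetic read over 2 h at RT.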
TRb-SRC2 inh – qHTS for Inhibitors of the Interaction of Thyroid Hormone Receptor and Steroid Receptor Coregulator 2; Thyroid hormone receptor beta (Homo sapiens), P10828; TRbeta-SRC2 peptide binding, fluorescence polarization; receptor liganded with 1 µM T3; Potency, µM (highest dose often 106 µM), without a hit: top-dose activity change, negative = inhibition, actives largely listed as inhibitors; 280,000 compounds, 0.065% hits;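 also: plate controls were bound peptide for no effect and peptide without receptor for full effect; nearly all actives have a fitted effect of over 50% in size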
Target sequence (P10828 whole entry, looked up): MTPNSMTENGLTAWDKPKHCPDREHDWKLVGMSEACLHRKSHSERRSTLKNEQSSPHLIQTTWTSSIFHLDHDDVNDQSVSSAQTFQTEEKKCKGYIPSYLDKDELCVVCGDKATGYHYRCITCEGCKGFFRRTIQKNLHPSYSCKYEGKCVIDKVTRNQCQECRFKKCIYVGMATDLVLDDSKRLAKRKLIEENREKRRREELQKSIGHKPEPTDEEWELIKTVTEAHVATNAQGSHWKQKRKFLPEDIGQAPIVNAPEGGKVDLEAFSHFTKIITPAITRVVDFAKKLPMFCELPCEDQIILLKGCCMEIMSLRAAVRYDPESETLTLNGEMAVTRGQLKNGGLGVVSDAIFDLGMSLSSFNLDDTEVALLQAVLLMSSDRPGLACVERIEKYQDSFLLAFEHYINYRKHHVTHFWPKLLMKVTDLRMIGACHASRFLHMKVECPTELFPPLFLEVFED
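TRb LBD 0.6 uM + Texas Red SRC2 peptide 20 nM, 1 uM T3, Tris buffer w/ 5% DMSO; compound pinned, 5 h RT; FP read ex 555/em 632; normalized to unbound and bound controls.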
GAA inh – qHTS Assay for Inhibitors of Human alpha-Glucosidase as a Potential Chaperone Treatment of Pompe Disease. AID 1466, 2008. purified human GAA, 4-MU-alpha-glucoside fluorescence. Lysosomal alpha-glucosidase (Homo sapiens), P10253. 200,000 compounds, 0.005% hits. Potency, µM (series often up to 76.9 µM), inactives show at the top dose activity change, negative = inhibition, actives largely listed as inhibitors;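 also: plate controls were uninhibited enzyme wells for no effect and no-enzyme background for full effect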
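qHTS format, compound range up to 77 uM. Human lysosomal enzyme at 4 nM, 400 uM 4-MU glucoside substrate, pH 5.0, 20 min room temperature; fluorescence after alkaline stop gives activity normalized to controls.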
An asterisk follows results filed as active; i = inactive; ? = inconclusive; . = not tested or not shown; & = joins results of further samples; [ ] = another dose, or the depositor's remark. Unless noted, calls follow the shape of the dose curve; as a rule, active = well fitted curve in the direction sought with a large enough effect; inconclusive = small, poorly fitted or top-dose-only effect, or another doubt; inactive = no such curve, though single readings can be large; an effect the other way counts as inactive or inconclusive. Unless noted, % is scaled to controls: 0 for no effect and ±100 for the full control effect; potency is read from the fitted curve at half-maximal effect. Some of the compounds tested; rates above refer to the full screens.

SMILES	GoLoco inh red	aGlu spleen mod	TexasRed fluor	L3MBTL1 block	GAA glycogen mod	RECQ1 helicase	TRb-SRC2 inh	GAA inh
Cc1cc(NS(=O)(=O)c2ccc(NC(=S)NC(=O)c3cccnc3)cc2)no1	8%	-14%	1%	7%	-13%	-3%	-8%	2%
CC(C)N(C(=S)Nc1cccnc1)c1ccccc1	1%	2%	-3%	.	0%	2%	1%	.
Cc1nn(C)c(C)c1CS(=O)(=O)c1ccccc1	0%	-2%	-2%	.	-9%	i	-4%	-3%
CC(=O)c1cccc(NC(=O)NC2CC3CCCC(C2)N3CC(C)C)c1 (centres undefined)	-6%	0%	-1%	2%	4%	i	-5%	-1%
CC(C)Oc1c(Br)cc(Br)cc1/C=N/NC(N)=S	7%	-3%	2%	1%	-6%	i	-4%	9%
O=C(NCc1cccnc1)C(=O)NCC1OCCCN1S(=O)(=O)c1ccc(Cl)cc1 (centres undefined)	15%	7%	-1%	.	1%	3%	2%	-9%
CCOc1ccc(OCc2ccc(C(=O)Nc3cccc(C)n3)o2)cc1	-7%	11%	-2%	1%	-7%	-6%	-1%	-17%
COC1C(O)CC(=O)OC(C)C/C=C/C=C/[C@@H](OC2CCC(N(C)C)C(C)O2)C(C)C[C@@H](CC=O)[C@@H]1O[C@H]1OC(C)[C@H](O[C@@H]2C[C@@](C)(O)C(O)C(C)O2)C(N(C)C)C1O (some centres undefined)	6%	0%	-2%	.	.	i	-1%	.
Cc1ccc(NC(=O)c2c(C)nn(-c3ccccc3)c2Cl)cc1	1%	-5%	5%	8%	7%	-3%	3%	-4%
Cc1n[nH]c(=O)n1-c1ccc(OCc2ccccc2)cc1	8%	-6%	-8%	39%[activator]	-4%	i	-10%	2%
O=C(/C=C/c1cccc(C(F)(F)F)c1)Nc1cccc(C(F)(F)F)c1	.	-7%	-1%	27%	-6%	-8%	1%	10%
O=C1CCC([N+](=O)[O-])C(c2ccc(Cl)c([N+](=O)[O-])c2)N1 (centres undefined)	5%	9%	0%	.	-3%	-8%	-7%	3%
Cc1cc(C(=O)CSc2nnc(-c3ccc(OC(F)F)cc3)o2)c(C)n1Cc1cccs1	15%	7%	4%	-12%	-13%	i	1%	1%
O=C(c1ccccc1Sc1cccc2ccccc12)N1CCOCC1	0%	-2%	3%	0%	1%	-7%	-1%	-1%
CCCCOc1ccc(C(=O)N2CCCCCC2)cc1	-2%	-6%	-3%	5%	-19%	i	-5%	1%
O=C(Nc1ccccc1-c1ccccc1)NC1CCN(CC(=O)N2CCOCC2)CC1	6%	-8%	-1%	1%	4%	-2%	-4%	?
CSc1ccc(N2C(=O)NC3(CCCCC3)C2=O)cc1	0%	5%	-1%	1%	-11%	0%	1%	2%
O=C1CCCC(O)=C1C1NCCc2ccccc21 (centres undefined)	-10%	10%	0%	.	1%	-14%	-17%	2%
Cc1ccc(/C=N/NC(=O)C2=NNC(c3ccccc3)(c3ccccc3)C2)c(O)c1	10%	5%	-5%	18%	-11%	-3%	3%	3%
COc1ccc(C2C(C#N)=C(N)OC3=C2C(=O)CCC3)c(OC)c1OC (centres undefined)	-1%	-7%	4%	2%	-2%	i	0%	-2%
COc1cccc(CC2(CO)CCCN(Cc3cc(F)ccc3-n3cccn3)C2)c1 (centres undefined)	13%	2%	-2%	-24%	16%	10%	-7%	?
CSc1nc(-c2ccccc2)nn1C(=O)c1ccc(Cl)cc1	0%	1%	-1%	-3%	12%	7%	-7%	1%
Cn1c(CSCc2ccc(Cl)cc2Cl)n[nH]c1=S	17%	-12%	-1%	-7%	?	i	-6%	-5%
Cn1ccnc1SCc1nc2c(cnn2-c2ccccc2)c(=O)[nH]1	3%	0%	3%	5%	7%	-12%	2%	6%
C/C(=N/OC(=O)c1ccc(C)cc1)C(=O)c1ccc(Br)cc1	-11%	-4%	0%	56%[activator]	-20%	-13%	-9%	.
Cc1cc(SCC(=O)N/N=C/c2cccnc2)nc2c(C)cccc12	2%	0%	0%	-6%	9%	15%	2%	11%
O=C(CN1C(=O)C2C3CC(C(Br)C3Br)C2C1=O)Nc1ccc(C(=O)O)cc1 (centres undefined)	5%	2%	-2%	-4%	5%	-6%	-7%	.
COc1ccc([N+](=O)[O-])cc1NC(=O)CC1SC(=Nc2cccc(C)c2C)N(/N=C/c2cccc(OC)c2OC)C1=O (centres undefined)	18%	5%	1%	-7%	-6%	i	4%	-8%
CC(=O)c1c(C)[nH]c(C(=O)Nc2ccc(S(=O)(=O)N(C)C)cc2)c1C	10%	-1%	-5%	8%	5%	-13%	-3%	.
S=C(Nc1cccc2ccccc12)NN1CCOCC1	-4%	1%	-1%	-4%	-4%	-3%	4%	-16%
COc1ccccc1NC(=O)C1=C(C)NC(=O)NC1c1ccco1 (centres undefined)	3%	4%	-3%	2%	9%	0%	0%	.
Cc1cc(/C=C2\SC(=O)N(CC(=O)Nc3ccccc3F)C2=O)c(C)n1C	15%	-4%	-1%	.	-1%	?	0%	-3%
O=C(CC1COc2ccccc2O1)NCCc1ccccc1 (centres undefined)	-2%	-7%	0%	-2%	10%	-2%	-5%	10%
Cc1cc(-c2csc(NC(=O)c3ccccc3C(F)(F)F)n2)c(C)n1Cc1ccccc1	.	2%	8%	-6%	25%	-1%	-2%	2%
O=C(NC1CCCCC1)NC12CC3CC(CC(C3)C1)C2	-4%	1%	0%	.	7%	1%	-9%	-2%
O=C(NNC(=O)c1cccc(O)c1)Nc1ccc([N+](=O)[O-])cc1	3%	-2%	-1%	4%	0%	-5%	-9%	1%
C=CCn1c(SCc2nc3scc(-c4ccccc4)c3c(=O)[nH]2)nnc1-c1ccccc1F	33%[activator]	-5%	2%	-12%	11%	-13%	-1%	1%
CC(C)(Oc1ccc(C2CC2(Cl)Cl)cc1)C(=O)O (centres undefined)	-11%&2%	6%	-14%	1%	.	i	5%	.
COC(=O)NCC(c1ccco1)N1CCN(c2ccc(OC)cc2)CC1 (centres undefined)	-7%	-5%	-1%	.	0%	0%	-5%	-4%
COCCN(C(=S)Nc1ccccc1OC)C1CCN(C(C)C)CC1	-9%	5%	-3%	.	5%	-11%	-4%	-1%

Structural class: the entries above containing an aryl methoxy group
SMILES	GoLoco inh red	aGlu spleen mod	TexasRed fluor	L3MBTL1 block	GAA glycogen mod	RECQ1 helicase	TRb-SRC2 inh	GAA inh
COc1ccc(C2C(C#N)=C(N)OC3=C2C(=O)CCC3)c(OC)c1OC (centres undefined)	-1%	-7%	4%	2%	-2%	i	0%	-2%
COc1cccc(CC2(CO)CCCN(Cc3cc(F)ccc3-n3cccn3)C2)c1 (centres undefined)	13%	2%	-2%	-24%	16%	10%	-7%	?
COc1ccc([N+](=O)[O-])cc1NC(=O)CC1SC(=Nc2cccc(C)c2C)N(/N=C/c2cccc(OC)c2OC)C1=O (centres undefined)	18%	5%	1%	-7%	-6%	i	4%	-8%
COc1ccccc1NC(=O)C1=C(C)NC(=O)NC1c1ccco1 (centres undefined)	3%	4%	-3%	2%	9%	0%	0%	.
COC(=O)NCC(c1ccco1)N1CCN(c2ccc(OC)cc2)CC1 (centres undefined)	-7%	-5%	-1%	.	0%	0%	-5%	-4%
COCCN(C(=S)Nc1ccccc1OC)C1CCN(C(C)C)CC1	-9%	5%	-3%	.	5%	-11%	-4%	-1%

(continued)
SMILES	GoLoco inh red	aGlu spleen mod	TexasRed fluor	L3MBTL1 block	GAA glycogen mod	RECQ1 helicase	TRb-SRC2 inh	GAA inh
COc1ccc(/C=N/NC(=O)CN(CCc2ccccc2)S(=O)(=O)c2ccc(NC(C)=O)cc2)cc1OC	-10%	-14%	0%	-10%	8%	-6%	2%	-6%
Nc1nc2ccccc2n1CCN1CCCC1	3%	1%	0%	1%	8%	-4%	7%	-1%
CCNC(=S)Nc1cc(OCC)c(NC(=O)c2ccco2)cc1OCC	2%	-11%	7%	-5%	-7%	-3%	0%	0%
CCOC(=O)N1CCC(Nc2c(NCCCN(CC)CC)c(=O)c2=O)CC1	7%	-1%	1%	.	5%	-8%	0%	-4%
COc1ccccc1-c1nnn(CC#N)n1	4%	-7%	-6%	-1%	6%	-9%	5%	-8%
COC(C[C@H]1O[C@@H]1[C@@H](O)[C@H](C)OCc1ccccc1)OC	3%	-5%	-5%	.	2%	-4%	-5%	.
C/C(=N\OCC(=O)NC12CC3CC(CC(C3)C1)C2)c1cc2ccccc2o1	.	-5%	0%	1%	-11%	-11%	2%	-3%
